Anthrax LF prot: inhibitors of Bacillus anthracis lethal factor protease | multiplex microsphere protease cleavage assay, LF | AID 588501 | inhibition, % at 10 µM | P15917 | 360,000 tested, 0.12% active; further: plate controls were buffer without enzyme for full effect and enzyme alone for no effect
Target sequence (P15917 whole entry, looked up): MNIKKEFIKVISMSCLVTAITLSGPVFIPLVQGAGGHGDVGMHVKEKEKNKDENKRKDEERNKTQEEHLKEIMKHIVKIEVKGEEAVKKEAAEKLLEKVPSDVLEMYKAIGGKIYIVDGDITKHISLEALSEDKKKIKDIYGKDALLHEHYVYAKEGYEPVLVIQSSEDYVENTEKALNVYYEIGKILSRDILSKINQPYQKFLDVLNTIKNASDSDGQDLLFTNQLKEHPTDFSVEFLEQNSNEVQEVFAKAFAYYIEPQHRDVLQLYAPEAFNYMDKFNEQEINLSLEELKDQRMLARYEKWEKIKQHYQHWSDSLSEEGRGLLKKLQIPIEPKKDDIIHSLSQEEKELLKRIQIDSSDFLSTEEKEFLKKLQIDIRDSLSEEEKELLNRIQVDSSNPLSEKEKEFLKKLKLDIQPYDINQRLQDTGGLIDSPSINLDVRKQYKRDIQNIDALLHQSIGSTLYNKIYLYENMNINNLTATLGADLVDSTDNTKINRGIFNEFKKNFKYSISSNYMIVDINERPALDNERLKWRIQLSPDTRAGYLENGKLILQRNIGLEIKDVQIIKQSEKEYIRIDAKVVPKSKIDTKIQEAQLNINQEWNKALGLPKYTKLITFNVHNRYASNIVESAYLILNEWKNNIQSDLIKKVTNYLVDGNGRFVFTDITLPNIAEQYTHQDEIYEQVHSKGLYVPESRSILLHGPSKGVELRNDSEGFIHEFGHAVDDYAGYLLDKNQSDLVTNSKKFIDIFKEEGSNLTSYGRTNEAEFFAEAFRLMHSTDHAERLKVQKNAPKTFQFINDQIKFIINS
PriA SSB inh: blocks PriA binding to SSB C-terminal tail. AlphaScreen SSBct-PriA binding, biotinylated peptide. inhibition, % at 33 µM. 430,000 tested, 0.6% active. AID 1272365; in the data active means inhibition mostly above about 37%, no sharp cut-off; inactive means mostly below about 20%;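 further: plate controls were negative control peptide for no effect and reference peptide for full effect; strong numbers were not always called active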
SARS 3CLpro inh: SARS-CoV 3CLpro protease inhibition; AID 1706; inhibition, % at 6 µM; recombinant SARS-CoV 3CLpro, quenched FRET peptide cleavage; 290,000 tested, 0.14% active; in the data active means inhibition above about 12%
Yp Topo-I inh: inhibitors of Yersinia pestis topoisomerase I | AID 504884 | activity, % at 10 µM | 360,000 tested, 0.064% active | Y. pestis Topo-I cleavage product accumulation, plate reader; in the data active means activity above about 50%, passing the limit was not always enough; inconclusive means no clear call, values can overlap the other calls; further: inactives centre near 2
Vc quorum ag: quorum light induction in luxS cqsA deficient V. cholerae; V. cholerae BH1578 lux reporter, luminescence, 6 h; activation, % at 18.7 µM; 350,000 tested, 0.16% active; in the data active means activation mostly above about 9.7%, no sharp cut-off; inconclusive means no clear call, values can overlap the other calls; inactive means mostly below about 3.7%; further: not every result past the cut was called active; inactives centre near 0; reference of the scale not given here
TcdB GH inh: TcdB glycohydrolase inhibition | P18177 | TcdB glycohydrolase enzymatic assay, plate reader | inhibition, % at 9.99 µM | 350,000 tested, 0.24% active | AID 652162; in the data active means inhibition above about 10%
PrPC TRFRET: inhibitors of human cell surface prion protein PrPC | P04156 | TR-FRET read-out | inhibition, % at 13.8 µM | 370,000 tested, 0.43% active; in the data active means inhibition above about 24%; further: 0% = median of the test wells and 100% = reference compound wells
PfHsp40 yeast: compounds rescuing yeast from Plasmodium falciparum HSP40 toxicity; S. cerevisiae expressing PfHsp40, growth rescue, ATP luminescence; growth rescue, % at 12.5 µM; 340,000 tested, 0.68% active; AID 504582; in the data active means growth rescue above about 28%, passing the limit was not always enough; inconclusive means no clear call, values can overlap the other calls;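 further: yeast W303a lacking pdr1 and pdr3 grown in galactose medium; growth measured after three days at 30 °C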
BoNT A protease: blocks Botulinum neurotoxin A light chain protease. inhibition, % at 10 µM. 360,000 tested, 0.17% active. multiplex microsphere protease substrate cleavage, flow cytometry; further: plate controls were buffer without enzyme for full effect and enzyme alone for no effect
Numbers without * were called inactive; i = inactive; ? = inconclusive; . = no result given; & = joins results of further samples. Unless noted, no stated cut-off is given here; in the data, active means inhibition above about 30%; inconclusive means no clear call, values can overlap the other calls; inactive means below that. Not all compounds are listed. The share of hits here may be higher or lower than overall.

SMILES | Anthrax LF prot | PriA SSB inh | SARS 3CLpro inh | Yp Topo-I inh | Vc quorum ag | TcdB GH inh | PrPC TRFRET | PfHsp40 yeast | BoNT A protease
CCOC(=O)c1c(NC(=O)C2CCCO2)sc(C(N)=O)c1C (stereo unspecified) | -2 | -20 | -5 | 1 | -0.6 | . | 9 | 0.9 | -0.6
CN1C[C@@H]2[C@@H]3C(=O)N(Cc4ccccc4)C(=O)[C@@H]3[C@](C)(C1=O)N2C(=O)c1ccc(C(F)(F)F)cc1 | 0 | -18 | . | -1 | -0.9 | 0.0 | 1 | 0.7 | 0.4
CC1CCC(NC(=O)c2ccc3c(c2)S(=O)(=O)c2ccccc2C3=O)CC1 (stereo unspecified) | -5 | -4 | . | 15 | 1.1 | . | -16 | -1.2 | -0.8
CCCCCn1c(=N)c(S(=O)(=O)c2ccc(Cl)cc2)cc2c(=O)n3cccc(C)c3nc21 | 2 | -9 | -4 | 4 | -0.9 | . | . | -1.3 | 16
OCC(Br)CBr (stereo unspecified) | -4 | -2 | . | 7 | -0.4 | 0.3 | -11 | -0.2 | 0.0
CCC(=O)N[C@@H]1CC(C(C)(C)NC(=O)CC)CC=C1C (stereo partly specified) | -14 | -11 | 1 | 10 | i | . | -5 | -2.0 | -0.5
CCOC(=O)c1cc(C)sc1NC(=O)CSC1=NCCS1 | -1 | -40 | 1 | 35 | -0.1 | 1.0 | 9 | 2.1 | -1.3
CCS(=O)(=O)N1CCC2(CC1)OCCN2S(=O)(=O)c1ccc(OC)cc1 | -2 | 0 | . | -3 | -6.2 | 2.5 | 0 | -0.6 | -0.8
O=S(=O)(c1cnccc1N1CCN(/N=C/c2ccccc2)CC1)N1CCCCC1 | -1 | . | 3 | 12 | -2.2 | . | -8 | 0.8 | -0.8
Cc1ccc(N2C(=O)CCC2=O)c(C)c1 | 2 | 5&-1 | . | 1 | 0.0 | 0.7 | -5 | -0.3 | 0.7
COc1ccc2ccccc2c1CNC(=O)CC1C(=O)NCCN1CC(C)(C)C (stereo unspecified) | -3 | -5 | -1 | 2 | -0.3 | 0.6 | -6 | -0.7 | 0.2
CC(C)(C)OC(=O)NCCc1nnc(SCc2c(Cl)cccc2Cl)o1 | -6 | -4 | 3 | 5 | . | . | -3 | 3.6 | ?
CCCc1nc2ccccc2n1CCOc1ccccc1 | -2 | -17 | 1 | 13 | 5.9 | . | -4 | -0.7 | 1.0
CC(C)c1ccc(NC(=O)C2CC(=O)Nc3nc4ccccc4n32)cc1 (stereo unspecified) | -5 | -7 | 5 | 2 | 0.0 | -1.5 | 3 | -2.0 | 0.0
O=C(NCc1ccccc1)c1cc(C2CCCCN2S(=O)(=O)c2cccs2)on1 (stereo unspecified) | 6 | . | . | 28 | -0.7 | 1.5 | 7 | . | 0.6
Cc1ccccc1/C=C\c1nc2ccccc2c(=O)[nH]1 | -1 | -15 | -1 | 3 | i | 0.8 | 9 | 0.6 | 0.4
CC(=O)c1cccc(NC(=S)NC(=O)c2cccc(C)c2)c1 | -2 | -5 | -1 | 25 | i | 2.2 | -1 | 4.1 | 0.4
CC(C)CCNC(=O)C1CCC(CNc2c(N3CCCC3)c(=O)c2=O)CC1 (stereo unspecified) | -8 | -5 | -1 | -10 | 2.2 | 1.0 | 5 | 0.2 | 0.0
C[C@H](CO)N1C[C@H](C)[C@H](CN(C)C(=O)Cc2cccnc2)Oc2ncc(Br)cc2C1=O | 4 | . | . | 4 | 2.4 | 0.1&-0.1 | 1 | . | -0.4
NC(=O)c1ccc(C(=O)N/N=C/c2cccc(Oc3ccccc3)c2)cc1 | -1 | . | -1 | -8 | 1.7 | 1.1 | -7 | -1.2 | 1.2
O=C(NCc1ccccc1)C1c2ccccc2Oc2ccccc21 | 0 | -14 | 4 | 10 | -0.1 | 0.3 | 6 | -0.1 | -0.7
O=C(C1CCC1)N1CCN(c2ccnc3cc(Cl)ccc23)CC1 | 3 | -4 | 0 | 7 | 0.5 | -2.9 | 0 | 0.5 | -0.3
CCCC(=O)Oc1ccc(C2NC(=O)c3ccccc3O2)cc1OC (stereo unspecified) | -14 | -16 | -3 | 16 | i | 2.0 | 9 | -0.2 | -4.1
COCCn1c(C)cc(C(=O)CSc2ncnc3sc4c(c23)CCC4)c1C | 4 | -11 | 4 | 5 | -4.8 | . | 5 | -0.7 | 1.0
c1cnc(SCCCOc2ccc3ccccc3c2)nc1 | . | -24 | 0 | 15 | 0.4 | . | -1 | 1.0 | .
Cc1cc(C)nc(SCc2ccc(C(=O)NNC(=O)Nc3cccc(Cl)c3)cc2)n1 | -1 | -7 | 2 | 0 | i | . | 10 | 0.0 | -0.8
CCCCC(=O)NC(Nc1sc2c(c1C(N)=O)CCCC2)(C(=O)OCC)C(F)(F)F (stereo unspecified) | -1 | -5 | 2 | -5 | i | . | 3 | -1.4 | 0.0
CN(CC(=O)Nc1cccc(Cl)c1)S(=O)(=O)/C=C/c1ccccc1 | -3 | . | . | 9 | -0.7 | -0.5 | -2 | . | -1.4
CSCC[C@H](N)C(=O)N1CCC(C(=O)N[C@H](C)C(=O)Nc2ccc(C(C)C)cc2)CC1 | -10 | 6 | 3 | -9 | i | 0.4 | -4 | -0.5 | 0.2
COc1ccc(C(=O)NNC(=S)NC(=O)c2ccccc2)cc1 | 12 | 2 | 2 | 2 | -0.8 | 0.3 | 5 | 6.5 | 0.7
Cc1sc(NC(=O)c2ccco2)c(C(c2cccnc2)N2CCN(c3ccc(F)cc3)CC2)c1C (stereo unspecified) | -1 | 15 | -1 | 31 | -1.0 | -0.5 | 5 | 2.4 | -2.0
COc1ccc(-n2nnnc2SCC(=O)Nc2nnn(C)n2)cc1 | -2 | -18 | -1 | 4 | -0.2 | . | -2 | -0.6 | 1.9
COC(=O)C1=C(N)Oc2cc(C)oc(=O)c2C12C(=O)Nc1ccccc12 (stereo unspecified) | -5 | -11 | 6 | -4 | i | 1.0 | -2 | -0.5 | 0.2
CC(C)C(=O)c1cc2c(cc1NC(=O)c1ccccc1)OCCO2 | -2 | -15 | 2 | 22 | -1.4 | . | 3 | 0.7 | ?
COC(=O)c1c(NC2=NS(=O)(=O)c3ccccc32)sc2c1CCC(C(C)(C)C)C2 (stereo unspecified) | -6 | -1 | . | 12 | -0.4 | -0.7 | 7 | 0.2 | 0.2
CC(C)CCNc1nc(N)c([N+](=O)[O-])c(NCC2CCCO2)n1 (stereo unspecified) | 0 | 6 | 5 | -2 | 3.3 | . | -9 | 0.7 | -0.8
Cn1c2ccc(CC(=O)O)cc2c2cc(CC(=O)O)ccc21 | 0 | 4 | 1 | -2 | i | . | 2 | 0.4 | -0.6
CSc1nc(Oc2ccc3ccccc3c2)c2sccc2n1 | 2 | -10 | -1 | -7 | 0.6 | . | -1 | -0.8 | -1.1
CC(=O)c1ccccc1OCCOCCOCCOc1ccccc1C(C)=O | -7 | -5 | 1 | 5 | -0.4 | 1.4 | -3 | 1.4 | 0.0
COc1ccc(-c2nnc(SCc3ccc(C(=O)O)cc3)o2)cc1OC | -4 | -9 | 7 | 2 | i | -0.7 | -8 | -0.5 | 2.3
Nc1c2c(nc3sc4c(c13)CCCC4)CCCCCC2 | 2 | 3 | 3 | 4 | -0.4 | 1.4 | 0 | 1.0 | -0.9
CCN(c1ccccc1)S(=O)(=O)c1ccc(OC)c(NC(=O)c2cc(Cl)ccn2)c1 | 2 | 0 | . | -3 | -0.5 | 2.3 | 6 | -1.2 | -0.8
COc1ccc(S(=O)(=O)NCC(c2ccc3c(c2)OCO3)N2CCOCC2)cc1C (stereo unspecified) | -5 | -11 | . | -8 | -0.7 | 2.5 | 2 | . | -3.9
COc1ccccc1NC(=O)CSc1nnc(CNC(=O)c2ccco2)o1 | 1 | -8 | 3 | 0 | -2.0 | . | -6 | -0.4 | -0.2
COC(C(=O)Nc1ccc(S(=O)(=O)Nc2c(C)cccc2C)cc1)c1ccccc1 (stereo unspecified) | 0 | 15 | 4 | 0 | 0.1 | 0.6 | -3 | 0.0 | -0.6
Cc1cccc(C)c1NC(=O)CN(C)c1ccc(C(F)(F)F)cn1 | 0 | -5 | 0 | -2 | -2.7 | 0.1 | 9 | -0.7 | -0.2
CC1CN(C(=O)c2c([N+](=O)[O-])cnn2C)CC(C)O1 (stereo unspecified) | 1 | -12 | 4 | 2 | -12 | . | 6 | 0.6 | 1.6
CCC(=O)Nc1ccc(NC(=O)c2ccccc2Cl)nc1 | -1 | 3 | 2 | -1 | i | . | -2 | -1.3 | -0.7
O=C(COc1ccc(S(=O)(=O)N2CCCCC2)cc1)NCc1cccnc1 | -2 | -10 | 1 | 4 | -0.2 | 1.9 | -3 | -0.9 | 2.4
CC(=O)c1sc(NC(=O)c2ccc(Cl)cc2)nc1C | -5 | 0 | -6 | 8 | i | -0.8 | 3 | 0.0 | -0.3
Nc1nc(N)nc(-c2cccc([N+](=O)[O-])c2)n1 | -8 | . | . | . | . | -0.7 | -25 | . | -0.9
Cc1cccc(OCC(=O)Nc2ccc3oc(=O)ccc3c2)c1 | -19 | -23 | 2 | 3 | -4.8 | -2.3 | 4 | 0.7 | -2.1
CSC(C(=O)c1cc2ccccc2o1)c1ccccc1 (stereo unspecified) | -9 | -26 | . | 6 | 4.0 | 1.0 | 3 | 1.9 | -0.7
CC1=C(C)CC(C(=O)NCc2ccccc2F)C(C(=O)O)C1 (stereo unspecified) | -5 | . | -1 | -2 | -0.3 | 2.1 | -1 | -0.2 | 1.8
Cc1ccc(OCCCC(=O)Nc2ccc(N3CCOCC3)cc2)c(C)c1 | -8 | 1&8 | 4 | 0 | 3.4 | . | 7 | 0.0 | 1.2
COCCn1c(-c2ccc(OC)cc2)c(-c2ccc(OC)cc2)oc1=O | 5 | 15 | 10 | 7 | i | 1.2 | 7 | -0.4 | -5.1
CN(C)S(=O)(=O)c1cc(NC(=O)COC(=O)Cc2ccccc2)ccc1Cl | 0 | -25 | -1 | -8 | -0.2 | . | 0 | -1.3 | 0.3

Among those listed so far, nine have a Cl atom:
SMILES | Anthrax LF prot | PriA SSB inh | SARS 3CLpro inh | Yp Topo-I inh | Vc quorum ag | TcdB GH inh | PrPC TRFRET | PfHsp40 yeast | BoNT A protease
CCCCCn1c(=N)c(S(=O)(=O)c2ccc(Cl)cc2)cc2c(=O)n3cccc(C)c3nc21 | 2 | -9 | -4 | 4 | -0.9 | . | . | -1.3 | 16
CC(C)(C)OC(=O)NCCc1nnc(SCc2c(Cl)cccc2Cl)o1 | -6 | -4 | 3 | 5 | . | . | -3 | 3.6 | ?
O=C(C1CCC1)N1CCN(c2ccnc3cc(Cl)ccc23)CC1 | 3 | -4 | 0 | 7 | 0.5 | -2.9 | 0 | 0.5 | -0.3
Cc1cc(C)nc(SCc2ccc(C(=O)NNC(=O)Nc3cccc(Cl)c3)cc2)n1 | -1 | -7 | 2 | 0 | i | . | 10 | 0.0 | -0.8
CN(CC(=O)Nc1cccc(Cl)c1)S(=O)(=O)/C=C/c1ccccc1 | -3 | . | . | 9 | -0.7 | -0.5 | -2 | . | -1.4
CCN(c1ccccc1)S(=O)(=O)c1ccc(OC)c(NC(=O)c2cc(Cl)ccn2)c1 | 2 | 0 | . | -3 | -0.5 | 2.3 | 6 | -1.2 | -0.8
CCC(=O)Nc1ccc(NC(=O)c2ccccc2Cl)nc1 | -1 | 3 | 2 | -1 | i | . | -2 | -1.3 | -0.7
CC(=O)c1sc(NC(=O)c2ccc(Cl)cc2)nc1C | -5 | 0 | -6 | 8 | i | -0.8 | 3 | 0.0 | -0.3
CN(C)S(=O)(=O)c1cc(NC(=O)COC(=O)Cc2ccccc2)ccc1Cl | 0 | -25 | -1 | -8 | -0.2 | . | 0 | -1.3 | 0.3

Assay outcomes deposited in PubChem by several laboratories.
